NPY-Y1 antag = NPY-Y1 (human) receptor antagonism; actives 1% (n = 200,000); P25929; HEK293-CNG Y1 cells, membrane potential fluorescence; NPY at EC95, then isoproterenol; AID 1040; inhibition, % at 3.6 µM;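 active means inhibition above the campaign mean inhibition of all tested compounds plus 3 SD, cut at about 20% in these data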;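 further: 0% = DMSO wells given NPY plus isoproterenol and 100% = isoproterenol alone without NPY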
Target sequence (P25929 whole entry, looked up): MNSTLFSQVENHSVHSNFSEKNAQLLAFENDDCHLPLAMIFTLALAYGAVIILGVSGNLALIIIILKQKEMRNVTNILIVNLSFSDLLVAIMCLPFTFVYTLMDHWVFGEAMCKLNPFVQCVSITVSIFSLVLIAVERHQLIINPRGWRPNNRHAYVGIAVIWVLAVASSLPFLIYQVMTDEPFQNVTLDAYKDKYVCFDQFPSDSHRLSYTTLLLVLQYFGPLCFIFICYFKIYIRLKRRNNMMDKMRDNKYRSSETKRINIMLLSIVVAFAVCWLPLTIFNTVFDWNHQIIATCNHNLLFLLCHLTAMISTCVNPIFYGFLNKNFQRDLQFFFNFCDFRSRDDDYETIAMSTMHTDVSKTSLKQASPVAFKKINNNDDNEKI
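Assay system: HEK293 cells with Y1 receptor plus CNG channel | Probe or stimulus: NPY (25 nM), isoproterenol (1 µM), Ro 20-1724 (25 µM) | Timing: Compound incubation 1 h at room temperature, readout 45 min post-stimulation | Measured by: Membrane-potential fluorescent dye readout | Benchmarks: High control isoproterenol alone, low control NPY with isoproterenol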
p97 ATPase inh = blocks human p97 ATPase activity; P55072; recombinant p97 ATPase, Kinase-Glo ATP luminescence, 3 h; inhibition, % at 8 µM; actives 0.42% (n = 220,000); in the data active means inhibition above about 15%;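 further: 0% = DMSO vehicle and 100% = wells lacking enzyme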
Runt-CBFb FRET = inhibitors of human RUNX1 Runt domain binding to CBFb; Cerulean-Runt/Venus-CBFb FRET ratio 530/480, 1 h; inhibition, % at 20 µM; actives 0.46% (n = 220,000); AID 1496;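 active means inhibition over about 50% at 20 µM in the single-dose screen, limit read from the data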;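 further: 0% = DMSO wells and 100% = excess unlabeled CBFb competitor control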
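Assay system: Cerulean-Runt domain / Medium: Tris 50 mM pH 7.5, KCl, K2SO4, 0.01% BSA / Timing: protein complex preformed 1 h, compound exposure 1 h, room temperature, dark / Measured by: FRET, excitation 422 nm, emission at 530 and 480 nm / Evaluation: loss of energy transfer signal / Control set: 5 µM unlabeled CBFb as full-inhibition high control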
Hck Nef HTS = inhibitors of human Hck kinase activated by Nef | P08631 | Recombinant Hck-YEEI plus Nef, Z-Lyte FRET kinase assay | inhibition, % at 20 µM | actives 0.68% (n = 220,000);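 active means Hck-Nef kinase inhibition above about 50%, limit read from the data; inactive means inhibition below that limit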;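 further: 0% = DMSO with Hck plus Nef and 100% = Hck alone without Nef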
RBBP9 inh = human RBBP9 hydrolase inhibition; O75884; AID 1515; recombinant RBBP9, FP-Rh probe fluorescence polarization; actives 0.2% (n = 220,000); inhibition, % at 7.94 µM;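 active means inhibition above the campaign mean of all tested compounds plus 3 SD, cut at about 14% in these data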;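 further: plate controls were DMSO wells with RBBP9 for no effect and wells lacking RBBP9 protein for full effect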
Target sequence (O75884 whole entry, looked up): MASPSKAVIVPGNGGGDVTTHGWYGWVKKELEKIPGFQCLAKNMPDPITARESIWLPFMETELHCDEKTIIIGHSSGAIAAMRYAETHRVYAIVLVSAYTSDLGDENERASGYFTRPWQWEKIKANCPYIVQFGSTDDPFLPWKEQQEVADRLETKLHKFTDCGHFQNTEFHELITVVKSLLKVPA
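Test system – recombinant human RBBP9 · Input – RBBP9 2.5 µM in dispensing solution, pre-mixing · Medium – Tris buffer pH 8.0, NaCl, Pluronic · Schedule – preincubation 30 min plus labeling 45 min at 25 °C · Measured by – fluorescence polarization · Measure – % inhibition · Controls – DMSO and no-protein wells · Replicates – one well per compound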
Runt-SMMHC FRET = Runt domain-CBFb-SMMHC interaction inhibition; Cerulean-Runt/Venus-CBFb-SMMHC FRET ratio 530/480, 1 h; Q01196+Q13951; actives 0.74% (n = 220,000); inhibition, % at 20 µM; AID 1434;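 active means mean inhibition across duplicate retests at 20 µM reaching about 50%, limit read from the data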;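 further: 0% = DMSO wells and 100% = wells with excess untagged CBFb-SMMHC; inhibitors lower the FRET ratio by blocking Runt binding to CBFb-SMMHC; some results filed as inactive read as strong as hits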
NPY2 pot ag = potentiators or agonists of human neuropeptide Y receptor Y2. AID 1359. cells expressing NPY-Y2, potentiator/agonist read-out. activation, % at 3.6 µM. actives 0.45% (n = 220,000). P49146; in the data active means activation above about 27%;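 further: cells stimulated with NPY near EC25 plus isoproterenol at EC100; 0% = vehicle plus submaximal agonist and 100% = vehicle plus saturating agonist; some results beyond the cut were filed as inactive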
Target sequence (P49146 whole entry, looked up): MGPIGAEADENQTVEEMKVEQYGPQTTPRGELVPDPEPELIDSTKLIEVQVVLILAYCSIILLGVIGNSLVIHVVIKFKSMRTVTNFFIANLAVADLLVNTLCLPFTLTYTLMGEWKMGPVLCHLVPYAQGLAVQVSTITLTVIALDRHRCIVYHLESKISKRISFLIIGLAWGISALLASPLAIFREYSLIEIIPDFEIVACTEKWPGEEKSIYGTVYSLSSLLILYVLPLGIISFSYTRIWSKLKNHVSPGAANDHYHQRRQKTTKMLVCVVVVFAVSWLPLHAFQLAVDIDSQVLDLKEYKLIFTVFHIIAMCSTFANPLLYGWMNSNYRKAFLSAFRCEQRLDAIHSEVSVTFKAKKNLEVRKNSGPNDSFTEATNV
NPY1 pot ag = potentiators or agonists of human neuropeptide Y receptor Y1. activation, % at 3.6 µM. actives 0.37% (n = 220,000). NPY-Y1 expressing cells, potentiator/agonist activation. P25929; in the data active means activation above about 33%, passing the limit was not always enough;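 further: cells stimulated with NPY at EC10 then isoproterenol at EC100; 0% = low agonist plus stimulus and 100% = saturating agonist plus stimulus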
MDM2 E3 inh = inhibitors of human Mdm2 E3 ubiquitin ligase; Q00987; cell-based MDM2 ubiquitination luciferase reporter, 2 h; 0 = plate control, 100 = twice control, blank-subtracted; signal enhancement, % at 5 µM; actives 0.11% (n = 210,000); AID 1230;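 active means signal enhancement of 30% or more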;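 further: luminescence tracks abundance of the self-degrading MDM2-luciferase fusion protein; higher signal means inhibition of MDM2 E3 ligase activity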
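System: stable MDM2–luciferase fusion reporter cells / Input: 2000 cells seeded into each well / Schedule: 4 h settle plus 2 h compound, 37 °C / Compound: single-point 5 µM / Buffer or medium: cells held in DMEM / Benchmarks: control and blank well means / Evaluation: percent signal gain over controls, blank-subtracted / Measured by: luciferase luminescence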
* hit, by the source's call; x = no result given.

SMILES	NPY-Y1 antag	p97 ATPase inh	Runt-CBFb FRET	Hck Nef HTS	RBBP9 inh	Runt-SMMHC FRET	NPY2 pot ag	NPY1 pot ag	MDM2 E3 inh
COc1cccc(CNC(=O)CSc2cc(=O)n(C)c3ccccc23)c1	-1	5	-1	23	-9	-3	2	2	-3
O=C(C1=C(O)C(=O)N(CC2CCCO2)C1c1cccnc1)c1ccco1 (stereo unspecified)	-2	5	3	1	5	-1	-11	-9	-7
CCCc1cc(NCCCO)n2c(nc3ccccc32)c1C#N	x	10	15	194*	-11	38	-8	-8	-6
COc1cc(/C=N/NC(=O)Cn2ccc(C(F)(F)F)n2)cc(OC)c1OC	-1	2	1	19	-6	0	3	10	15
Cc1cc(/C=C2\NC(=S)NC2=O)c(C)n1-c1cccnc1	x	-4	7	29	0	-1	-11	-26	-7
COc1ccc(C(C)=O)cc1CSc1nc2ccccc2c(=O)n1-c1cccc(C)c1	1	4	0	8	-6	2	-3	-3	x
CO/N=C/C1CCN(c2ncc(C(F)(F)F)cc2Cl)C1=O (stereo unspecified)	0	-4	0	21	-5	2	4	-12	7
Cc1c(C#N)c2ccccc2n1CC(=O)N1CCCc2ccccc21	4	0	0	1	0	0	1	-4	-6
O=S(=O)(N[C@@H]1C[C@H]2CC[C@@H]1C2)c1cccs1	-5	0	1	7	11	-5	2	15	-13
COc1ccc(/C=N/S(=O)(=O)CCc2ccccc2)c(OC)c1	2	3	2	5	-6	2	11	6	x
COc1ccc(S(=O)(=O)n2nc(OC(=O)c3c(-c4ccccc4Cl)noc3C)cc2N)cc1	-1	4	2	6	-1	-6	-10	5	15
CN1CCN(/N=C/c2ccc(N(c3ccccc3)c3ccccc3)cc2)CC1	-2	-1	-3	16	8	0	-1	18	-12
CC(=O)Nc1cc(S(=O)(=O)Nc2ccc(C)cc2)c(C)cc1C	2	-5	1	-2	-7	0	0	2	-8
Cc1cc(-c2ccccc2)c(C#N)c(N)n1	0	-5	-1	1	8	2	-17	2	0
CN(C)c1nc(N)c2ncc(=S)[nH]c2n1	0	1	7	23	-5	1	-13	5	-9
COc1ccc(N2CCN(C(=O)Cc3ncc(C(F)(F)F)cc3Cl)CC2)cc1	3	3	-2	0	-2	0	6	-40	-1
Cc1ccc(S(=O)(=O)c2cc(O)ccc2O)cc1C	1	3	17	26	2	10	-4	1	-15
CCOC(=O)NC1(NC(C)C)Oc2ccccc2O1	0	0	34	0	10	22	-1	-3	-5
Cc1cc(C)nc(SCC(=O)Nc2ccc(S(=O)(=O)NCCO)cc2)n1	3	6	-2	0	-13	4	-4	10	-15
Cc1ccc(NC(=O)CCC(=O)NNC(=O)COc2ccccc2)cc1C	6	-4	-2	6	0	-3	3	-8	-8
COc1ccccc1-n1cnnc1SCC(=O)NC1CCS(=O)(=O)C1 (stereo unspecified)	-7	-1	-2	21	-1	-1	-2	12	-3
CC(C)CC(=O)Nc1cccc(-c2nc3ccccc3o2)c1	-2	3	0	1	-8	2	-6	-2	17
Cc1nnc(SCC(=O)N2CC(=O)Nc3ccccc32)s1	-1	-4	0	25	-7	0	3	-18	-20
c1ccc(Nc2ncnc3c2oc2ccccc23)cc1	4	7	2	1	1	1	-17	-10	-27
COc1ccccc1Nc1nnc(SCC(=O)N2CCCC2)s1	5	-4	2	2	-5	-2	-2	9	4

Structures shown so far that have a CF3 group, in the order listed:
SMILES	NPY-Y1 antag	p97 ATPase inh	Runt-CBFb FRET	Hck Nef HTS	RBBP9 inh	Runt-SMMHC FRET	NPY2 pot ag	NPY1 pot ag	MDM2 E3 inh
COc1cc(/C=N/NC(=O)Cn2ccc(C(F)(F)F)n2)cc(OC)c1OC	-1	2	1	19	-6	0	3	10	15
CO/N=C/C1CCN(c2ncc(C(F)(F)F)cc2Cl)C1=O (stereo unspecified)	0	-4	0	21	-5	2	4	-12	7
COc1ccc(N2CCN(C(=O)Cc3ncc(C(F)(F)F)cc3Cl)CC2)cc1	3	3	-2	0	-2	0	6	-40	-1

The list continues.
SMILES	NPY-Y1 antag	p97 ATPase inh	Runt-CBFb FRET	Hck Nef HTS	RBBP9 inh	Runt-SMMHC FRET	NPY2 pot ag	NPY1 pot ag	MDM2 E3 inh
COc1cc(/C=N/NC(=O)C[n+]2ccccc2)cc(OC)c1OC	-1	-5	-2	2	-4	0	-6	8	7
CC(=O)c1cnc(Nc2nc(C)c3ccccc3n2)nc1C	-4	10	3	0	-5	3	-5	9	-20
CC/C(=N/NS(=O)(=O)c1ccc(Cl)cc1)c1ccc(O)cc1	0	2	0	0	-6	3	-13	-6	-7
Cc1nc(CNS(=O)(=O)c2ccc3c(c2)OCCO3)cs1	0	2	35	-1	-6	51	-3	20	5
CC(=O)NC(=S)Nc1ccc(NC(=O)c2cccnc2Cl)cc1	x	2	0	7	-6	2	-19	4	-9
Oc1ccc(Cc2ncc(C(F)(F)F)cc2Cl)cc1	9	1	-2	26	1	-4	-4	-15	-7
O=S(=O)(NCc1ccncc1)c1ccc(Br)s1	-1	0	0	-7	-2	2	17	-19	-29
COc1ccc(OC)c(/C=N/Nc2cc(C)nc(N3CCOCC3)n2)c1	x	-6	0	12	-9	0	-3	-5	-9
CCc1c(C)nc2ccc(Br)cc2c1SCCC#N	13	-7	-4	5	-4	-36	-22	-44	-9
COc1ccccc1C(=O)Nc1c(C)cc(Br)cc1C	10	2	1	14	-2	-6	-15	-18	-6
COC(=O)c1ccccc1NC(=O)C12CC3CC(C1)CC(n1cnc(Cl)n1)(C3)C2	4	-1	-1	7	-1	-1	7	-25	-1
N/C(=N\c1nc2ccccc2o1)NC(=O)c1ccccc1Br	x	-2	2	-7	-4	0	-23	-24	-2
OCCN(C=NC1=NN(c2cccc(C(F)(F)F)c2)CC1)CCO	-2	1	0	1	-7	-9	5	5	-6
COC(=O)C(Cc1ccccc1)NC(=O)C12CC3CC(CC(C3)C1)C2 (stereo unspecified)	0	-7	1	15	-4	3	5	12	-13
CC(C)(C)OC(=O)[C@H](Cc1ccccc1)NC(=O)c1nc[nH]c1C(=O)NCc1ccccc1	0	10	-4	7	-5	-3	-1	-12	x
COC(=O)c1ccc(CSc2nc3scc(-c4cccs4)c3c(=O)[nH]2)o1	-1	12	16	19	-13	3	-10	-26	-25
COc1cc2c(cc1OC)-c1nnc(C)n1C(C)(C)C2	1	4	0	-4	-3	4	6	18	5
COc1ccc(CC(=O)Nc2ccccc2N2CCOCC2)cc1OC	1	8	0	22	-3	3	2	-9	4
COc1ccc(C2=NO[C@@H]3C(=O)N(c4ccc5c(c4)OCCO5)C(=O)[C@H]23)cc1OC	4	2	-1	1	-1	-3	-4	14	0
CCCc1c(C(=O)NNc2cc(C(F)(F)F)ccc2Cl)cnn1-c1ccccc1	x	3	-2	6	-5	2	2	3	-13
COC(=O)C1=C(SC)N(c2ccccc2)C(c2ccccc2)CC1=O (stereo unspecified)	6	-7	-1	1	-4	-7	6	13	1
CCOCCN(C(=O)c1ccccc1Cl)c1cccc(C)c1C	x	-7	0	17	-4	0	-12	9	-3
CC(C)CCn1cnc2c1c(=O)n(C)c(=O)n2C	3	2	-1	14	5	-4	9	-6	-1
CC(C)c1ccc(NC2(C#N)C(=O)Nc3ccccc32)cc1 (stereo unspecified)	-1	6	-2	0	-4	0	-19	21	4
CCCCCCSc1ncc(C#N)c(N)n1	6	-1	-2	1	-6	-9	1	-28	3

For reference, 2 of the compounds above.
SMILES	NPY-Y1 antag	p97 ATPase inh	Runt-CBFb FRET	Hck Nef HTS	RBBP9 inh	Runt-SMMHC FRET	NPY2 pot ag	NPY1 pot ag	MDM2 E3 inh
CC(C)c1ccc(NC2(C#N)C(=O)Nc3ccccc32)cc1 (stereo unspecified)	-1	6	-2	0	-4	0	-19	21	4
CCCCCCSc1ncc(C#N)c(N)n1	6	-1	-2	1	-6	-9	1	-28	3

Next part.
SMILES	NPY-Y1 antag	p97 ATPase inh	Runt-CBFb FRET	Hck Nef HTS	RBBP9 inh	Runt-SMMHC FRET	NPY2 pot ag	NPY1 pot ag	MDM2 E3 inh
NS(=O)(=O)c1cccc(NC(=O)CSc2ncc(C(F)(F)F)cc2Cl)c1	-5	2	1	0	-6	-2	2	-6	-9
Cc1ccccc1-n1c(C)cc(/C=N/NC(=O)c2ccncc2)c1C	3	8	0	1	-1	-4	-16	-10	-12
Cc1ccc2nc3ccc(N4CCN(C)CC4)nn3c(=O)c2c1	0	-2	1	1	-7	16	-8	9	-15
CCOc1cc(OCC)cc(C(=O)NCCCN2CCOCC2)c1	10	-1	-1	-30	-9	-5	3	-10	-18
Cc1cc(C(=O)NNC(=S)NCc2ccco2)n(C)n1	-4	-2	5	6	-2	-4	-14	-30	-5
Nc1ccc(NS(=O)(=O)c2ccccc2)cc1	-3	1	-1	11	-6	1	3	9	-3
COC(=O)C1=C(C)N(c2ccc(OC)c(OC)c2)C(=O)C1	3	-2	1	-6	-5	3	-10	-9	-12
CCOC(=O)c1sc2ccc(S(=O)(=O)N3CCCCC3)cc2c1N	-8	-4	-3	1	-2	-1	15	0	8
Cc1[nH]c2ccccc2c1/C=N/NC(=O)Cc1cccs1	8	0	-2	9	-9	3	-7	-2	4
Cc1ccc(C)c(OCC(=O)Nc2ccc(S(=O)(=O)N3CCN(C)CC3)cc2)c1	3	-3	0	8	-1	-4	-8	-17	-5
Cc1ccc(C)c(NC(=O)CCC(=O)N/N=C/c2cc([N+](=O)[O-])ccc2O)c1	3	8	-2	21	5	-3	0	-10	14
Cc1ccc(-n2c(C)nc3c(cnn3-c3ccc(F)cc3)c2=O)cc1	-3	4	-1	0	1	4	20	-12	-8
CCN1CCN(C(=O)CN(C)S(=O)(=O)c2cc(C)ccc2OC)CC1	-2	5	1	21	-4	3	3	18	-33
O=C(NCc1ccc2c(c1)OCO2)C1CCCN1C(=O)Nc1ccc(F)cc1 (stereo unspecified)	-7	-7	-1	1	-2	-2	-8	-9	0
CCCCc1nnc(NC(=O)c2nc3nccc(C)n3n2)s1	3	-2	0	13	-6	-2	5	1	-2
CCCCN(C(=O)/C=C/c1ccco1)c1c(N)n(CC(C)C)c(=O)[nH]c1=O	3	3	4	22	-5	8	7	13	-21
Cc1csc(NC(=O)c2sc3nc(-c4cccs4)ccc3c2N)n1	5	1	30	-4	-10	41	-15	-25	19

High-throughput results deposited in PubChem by several laboratories.
